Mdm2 MdmX PPI – inhibitors of human Mdm2/MdmX interaction; 330,000 tested, 3% active; inhibition, % at 8 µM; AID 485346; SaOS-2 split-luciferase Mdm2/MdmX complementation, luminescence;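 active = inhibition of at least 50% at 8 µM in the primary screen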
APJ antagonist – blocks the human apelin receptor APJ; P35414; CHO-K1 APJ beta-arrestin complementation, luminescence; inhibition, % at 20 µM; 330,000 tested, 0.32% active;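 active = inhibition above about 40% at 20 µM, limit read from the data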;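 note: cells challenged with 10 nM apelin-13 agonist together with compound; plate controls were apelin-13 plus DMSO wells for no effect and DMSO wells lacking apelin-13 for full effect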
Target sequence (P35414 whole entry, looked up): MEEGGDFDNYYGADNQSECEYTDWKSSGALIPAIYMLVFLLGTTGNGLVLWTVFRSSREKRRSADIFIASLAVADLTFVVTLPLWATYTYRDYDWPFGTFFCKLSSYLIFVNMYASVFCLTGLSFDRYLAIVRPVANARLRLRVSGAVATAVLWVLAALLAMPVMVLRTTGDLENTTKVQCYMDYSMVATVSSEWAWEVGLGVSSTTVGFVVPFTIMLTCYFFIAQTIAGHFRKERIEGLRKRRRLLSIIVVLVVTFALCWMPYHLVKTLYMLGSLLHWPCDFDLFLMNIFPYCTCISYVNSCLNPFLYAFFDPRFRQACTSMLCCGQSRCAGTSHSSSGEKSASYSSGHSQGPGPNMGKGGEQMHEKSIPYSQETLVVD
XBP1 UPR activ – adaptive UPR (XBP1) activation. CHO-XBP1 luciferase reporter, IRE1-XBP1 UPR activation, luminescence; percent of tunicamycin response, DMSO as zero. activation, % at 20 µM. 330,000 tested, 0.33% active;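 active = versus positive control, 20 µM dose yields 30% or more activation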;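 note: 100% = tunicamycin at 10 µg/mL and 0% = DMSO only wells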
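Material: CHO cell line with stable XBP1 luciferase reporter; buffer or medium: F12 medium containing 10% fetal bovine serum; compound: single point, 20 µM final compound, 1% DMSO; incubation: 6 h treatment, 37 °C; measured by: glow luminescence from Steady-Glo reagent; evaluation: activation, % of tunicamycin; control set: tunicamycin high, DMSO low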
Jurkat NFkB inh – lowers PMA/ionomycin-induced NF-kB signal in Jurkat cells; PMA/ionomycin-induced NF-kB luciferase reporter, luminescence; inhibition, % at 4 µM; 330,000 tested, 0.53% active; AID 435003; in the data active = inhibition above about 50%
UPR CHOP act – activators of apoptotic arm of unfolded protein response (CHOP) | activation, % at 10 µM | CHO-CHOP luciferase reporter, UPR activation, luminescence; percent of tunicamycin response over DMSO baseline | 330,000 tested, 0.34% active;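 active = at 10 µM dose, activation of 40% or more, normalized to positive control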;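 note: 100% = tunicamycin at 10 µg/mL and 0% = DMSO alone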
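assay system = CHO CHOP reporter cells | amount = 500 CHO-CHOP cells per well | buffer or medium = F12 with 10% FBS | incubation = 16-18 h cell attachment, then 6 h compound exposure, 37 °C | detection = luminescence read with Steady-Glo | read-out = percent activation relative to tunicamycin control | controls = tunicamycin high control, DMSO low control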
697 NFkB inh – lowers PMA/ionomycin-induced NF-kB signal in 697 B cells. 697 B-cell NF-kB luciferase reporter, 16 h. inhibition, % at 4 µM. 330,000 tested, 0.33% active. AID 435022; in the data active = inhibition above about 35%
APJ agonist – agonists of human APJ apelin receptor. P35414. AID 2520. CHO-K1 APJ PathHunter beta-arrestin, luminescence; 0% DMSO wells, 100% apelin. 330,000 tested, 0.11% active. activation, % at 20 µM;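 active = activation more than six SD over the plate average, tested at 20 µM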;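 note: 0% = DMSO alone and 100% = apelin-13 at 10 nM; some results filed as inactive read as strong as hits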
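Material: engineered CHO-K1 APJ arrestin reporter cells; amount: 1000 CHO-K1 reporter cells seeded per well; incubation: compound stimulation 90 min at 25 °C, detection 60 min; signal: luminescent beta-gal fragment complementation, chemiluminescent substrate; read-out basis: APJ agonist activity; controls: DMSO-only wells as negative, 10 nM Apelin-13 as positive control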
tim23-1 inh – inhibits growth of tim23-1 mutant yeast. S. cerevisiae tim23-1 growth, BacTiter-Glo luminescence, 24 h. inhibition, % at 20 µM. 330,000 tested, 1.3% active;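 active = growth inhibition of the mutant yeast at or above 50%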;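 note: temperature-sensitive mutant grown at 25 °C; plate controls were DMSO-treated mutant yeast for no effect and medium wells lacking yeast for full effect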
The depositor's hits bear a star.

Results follow in this order: XBP1 UPR activ, Mdm2 MdmX PPI, APJ antagonist, Jurkat NFkB inh, 697 NFkB inh, APJ agonist, UPR CHOP act, tim23-1 inh
1: CC(C)OC(=O)CC12CN(C)CC(CC(=O)OC(C)C)(CN(C)C1)C2=O
    6, -5, -14, -35, -25, -4, 2.0, 7
2: COc1cc2ccccc2cc1C(=O)NC(=S)Nc1nnn(C)n1
    0, 7, 28, 10, -14, -1, 2.2, 3
3: Nc1nonc1-n1nnc(C(=O)N/N=C/c2ccccc2Cl)c1-c1ccccc1
    -2, -16, 15, 12, 18, -3, 0.9, 6
4: OCC[C@@H]1C[C@@H](O)[C@H](O)[C@@]2(CCCCO2)O1
    0, -1, -6, 22, 23, -2, 1.8, -1
5: Cc1cc(C)nc(SCC(=O)N/N=C/c2ccc3c(c2)OCO3)n1
    1, 21, 7, -38, -34, -1, 8.6, 7
6: O=C(NCCO)c1ccc2c3n(nc2c1)-c1ccccc1CO3
    2, -98, -23, -81, -88, -3, 0.6, 5
7: CCC(Oc1ccccc1)C(=O)N(Cc1ccccc1)c1ccccn1 (configuration not stated)
    -4, -15, -12, -34, -26, 0, -0.3, 3
8: COc1ccccc1-c1sc2cc3c(cc2c1C#Cc1ccccn1)OCO3
    0, 1, -7, 6, -19, -4, 7.0, 34
9: COc1ccc(/C=C/C(=O)c2ccccc2O)cc1CN1CCOCC1
    7, 9, 9, -16, -19, 2, 0.2, 35
10: c1ccc(Nc2nc(Nc3ccccc3)nc(N3CCNCC3)n2)cc1
    -2, 31, -20, 2, 2, 2, -0.5, 19
11: COc1ccc(C2C3=C(CC(C)(C)CC3=O)Nc3c2c(=O)[nH]c(=O)n3Cc2ccccc2)cc1OC (configuration not stated)
    -2, 8, 4, 12, 19, 0, -0.4, 5
12: Cc1ccc(-n2c(Cc3ccccc3)n[nH]c2=S)cc1
    2, 13, 15, 0, 3, -2, -1.5, 5
13: O=C(COC(=O)C1CCN(S(=O)(=O)c2cccs2)CC1)Nc1ccc(F)cc1Cl
    -4, -1, 11, -15, 1, -3, -0.1, 17
14: Cc1ccc(CN(C(=O)COc2ccc(C)c(C)c2)C2CCS(=O)(=O)C2)o1 (configuration not stated)
    1, 0, 8, 9, -5, 0, 0.8, 24
15: O=C(Cn1c(-c2ccccc2Cl)nc2ccccc21)Nc1cccc(Cl)c1
    -1, 4, -22, 1, -9, -1, 1.1, 13
16: CCOc1ccc(C(=O)Oc2cc(C)[nH]c(=O)c2[N+](=O)[O-])cc1
    -1, 22, 10, 7, 5, -1, 2.4, 15
17: CCOC(=O)c1c(NC(=O)C(C)Sc2cn(C)c3ccccc23)sc2c1CCC2 (configuration not stated)
    -2, 8, 11, 0, 12, -3, -1.1, 3
18: OCCC1CN(Cc2cnc(N3CCCC3)s2)CCN1C1CCCC1 (configuration not stated)
    -2, -4, 16, 4, 4, 2, 2.0, -20
19: Cc1ccc(C2CN(CCC(N)=O)C(=O)CO2)cc1 (configuration not stated)
    -1, -15, -7, -10, 20, -3, 1.3, 9
20: COc1ccccc1N/C(=N/S(=O)(=O)c1ccc(C)cc1)c1ccccc1
    -3, 2, 11, -3, 5, 1, 3.7, 27

Down the list, as entered above:
Compounds 12–16 in XBP1 UPR activ: 2, -4, 1, -1, -1
Compounds 12–16 in APJ antagonist: 15, 11, 8, -22, 10
Compounds 12–16 in Jurkat NFkB inh: 0, -15, 9, 1, 7

Quoted at random: four records from the list.
Results follow in this order: XBP1 UPR activ, Mdm2 MdmX PPI, APJ antagonist, Jurkat NFkB inh, 697 NFkB inh, APJ agonist, UPR CHOP act, tim23-1 inh
20: COc1ccccc1N/C(=N/S(=O)(=O)c1ccc(C)cc1)c1ccccc1
    -3, 2, 11, -3, 5, 1, 3.7, 27
17: CCOC(=O)c1c(NC(=O)C(C)Sc2cn(C)c3ccccc23)sc2c1CCC2 (configuration not stated)
    -2, 8, 11, 0, 12, -3, -1.1, 3
12: Cc1ccc(-n2c(Cc3ccccc3)n[nH]c2=S)cc1
    2, 13, 15, 0, 3, -2, -1.5, 5
11: COc1ccc(C2C3=C(CC(C)(C)CC3=O)Nc3c2c(=O)[nH]c(=O)n3Cc2ccccc2)cc1OC (configuration not stated)
    -2, 8, 4, 12, 19, 0, -0.4, 5

(further entries)
Results follow in this order: XBP1 UPR activ, Mdm2 MdmX PPI, APJ antagonist, Jurkat NFkB inh, 697 NFkB inh, APJ agonist, UPR CHOP act, tim23-1 inh
21: O=C(O)Cc1ccc(NS(=O)(=O)c2ccc3ccccc3c2)cc1
    -1, 22, -8, -23, 9, -1, 0.2, 4
22: COc1ccc(C(=O)O/N=C(\N)c2cccc(C)c2)cc1OC
    4, 96*, -18, -46, -49, 7, 2.4, 53*
23: CCC1(c2ccc(F)cc2)NC(=O)N(CC(=O)N2c3ccccc3CC2C)C1=O (configuration not stated)
    -1, 4, 8, 0, -15, 0, -0.1, 25
24: Cc1ccccc1N(C(=O)c1snc(C(N)=O)c1N)C(C(=O)NC1CCCC1)c1ccco1 (configuration not stated)
    -2, -26, 10, -2, 5, -1, 1.0, 21
25: C/C(=N\Nc1cc(N2CCCCC2)nc(C)n1)c1ccc(Br)cc1
    3, 39, 0, 14, -50, 3, 9.9, 57*
26: CN(CC(=O)Nc1ccc(F)cc1)C(=O)c1ccncc1
    -7, 10, -7, -1, 8, 1, 1.3, 10
27: Cc1cccc(NC(=O)CSc2nnc(-c3ccncc3)n2C)c1
    0, -27, -17, 28, 16, -2, -1.3, -3
28: O=C(CCc1ccccc1)Nc1ccc(NC(=O)c2ccco2)nc1
    -2, -9, 8, -42, -41, 3, 3.1, 13
29: COc1ccc(S(=O)(=O)Cc2ccc(C(=O)N3CCOCC3)o2)cc1
    -2, 16, -18, 1, 11, -3, -0.8, -14
30: O=C(NCCCN1CCOCC1)c1cc(Cl)ccc1OCc1ccccc1
    -8, -2, 4, -13, -19, -1, -2.2, 7

Copied from the list:
#27 in Jurkat NFkB inh: 28
#28 in APJ agonist: 3
#21 in XBP1 UPR activ: -1

An excerpt from above in order of heavy-atom count, falling.
Results follow in this order: XBP1 UPR activ, Mdm2 MdmX PPI, APJ antagonist, Jurkat NFkB inh, 697 NFkB inh, APJ agonist, UPR CHOP act, tim23-1 inh
24: Cc1ccccc1N(C(=O)c1snc(C(N)=O)c1N)C(C(=O)NC1CCCC1)c1ccco1 (configuration not stated)
    -2, -26, 10, -2, 5, -1, 1.0, 21
29: COc1ccc(S(=O)(=O)Cc2ccc(C(=O)N3CCOCC3)o2)cc1
    -2, 16, -18, 1, 11, -3, -0.8, -14
25: C/C(=N\Nc1cc(N2CCCCC2)nc(C)n1)c1ccc(Br)cc1
    3, 39, 0, 14, -50, 3, 9.9, 57*
22: COc1ccc(C(=O)O/N=C(\N)c2cccc(C)c2)cc1OC
    4, 96*, -18, -46, -49, 7, 2.4, 53*

Bioassay records as filed in PubChem.
